# ATXN viability: Viability Counterscreen for Primary qHTS for Inhibitors of ATXN expression. S2 cells (HEK-293 line with an ATXN2-luciferase reporter) viability, CellTiter-Fluor protease fluorescence, 24 h. Potency, µM (highest dose often 56.7 µM), actives largely listed as cytotoxic. 400,000 tested, 0.49% active; note: nearly all actives have a fitted effect of over 40% in size
# EPAC2 antagonist: qHTS for Antagonist of cAMP-regulated guanine nucleotide exchange factor 2 (EPAC2): primary screen. EPAC2 GEF exchange of Rap1B-BODIPY-GDP, fluorescence. Potency, µM (top dose mostly 114 µM), without a hit: at the top dose activity, negative = inhibition, actives largely listed as inhibitors. 360,000 tested, 0.18% active; note: % is set by controls: 0 for no effect and ±100 for the full control effect; nearly all actives have a fitted effect of over 45% in size; many of its hits are not listed in these tables
# Target sequence (Q8WZA2 whole entry, looked up): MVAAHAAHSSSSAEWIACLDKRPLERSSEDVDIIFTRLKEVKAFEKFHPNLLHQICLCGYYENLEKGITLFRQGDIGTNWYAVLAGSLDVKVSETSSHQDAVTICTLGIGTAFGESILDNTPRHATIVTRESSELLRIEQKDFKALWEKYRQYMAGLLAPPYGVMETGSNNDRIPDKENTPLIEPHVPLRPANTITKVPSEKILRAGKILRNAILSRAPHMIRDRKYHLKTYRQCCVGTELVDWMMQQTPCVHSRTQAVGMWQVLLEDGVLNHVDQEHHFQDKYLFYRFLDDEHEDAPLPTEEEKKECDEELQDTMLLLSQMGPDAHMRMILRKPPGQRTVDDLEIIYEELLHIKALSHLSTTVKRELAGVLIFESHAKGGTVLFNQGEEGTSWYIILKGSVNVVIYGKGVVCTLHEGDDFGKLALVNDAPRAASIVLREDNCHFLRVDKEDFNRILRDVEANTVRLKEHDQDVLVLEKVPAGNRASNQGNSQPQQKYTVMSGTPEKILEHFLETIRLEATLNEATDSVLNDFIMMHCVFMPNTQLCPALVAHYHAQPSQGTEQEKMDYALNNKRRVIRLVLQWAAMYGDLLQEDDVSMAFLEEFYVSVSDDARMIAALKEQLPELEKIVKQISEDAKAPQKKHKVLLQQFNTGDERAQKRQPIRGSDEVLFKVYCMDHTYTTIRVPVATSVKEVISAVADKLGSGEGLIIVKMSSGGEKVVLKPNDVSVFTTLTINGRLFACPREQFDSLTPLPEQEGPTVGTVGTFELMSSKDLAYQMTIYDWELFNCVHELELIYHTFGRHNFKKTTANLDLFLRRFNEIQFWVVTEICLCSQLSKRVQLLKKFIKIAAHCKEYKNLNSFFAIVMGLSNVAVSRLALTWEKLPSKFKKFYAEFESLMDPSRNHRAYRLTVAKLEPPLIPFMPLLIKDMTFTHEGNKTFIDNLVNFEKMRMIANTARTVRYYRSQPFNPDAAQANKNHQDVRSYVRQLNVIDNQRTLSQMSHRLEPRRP
# MCF10A rereplic: A quantitative high throughput screen for small molecules that induce DNA re-replication in MCF 10a normal breast cells; Potency, µM (highest dose often 46.1 µM), inactives show at the highest dose activity, positive = re-replication, most hits filed as activators; MCF 10A DNA re-replication, Hoechst nuclear intensity, 48 h; AID 624296, 2012; 350,000 tested, 2.9% active; note: % of control where 0% means no effect; nearly all actives have a fitted effect of over 50% in size
# HepG2 viability: qHTS for Inhibitors of TGF-b: Cytotox Counterscreen; HepG2 CAGA-GFP viability, ATP luminescence, 18 h; Potency, µM (titrated, usually from 46.1 µM), inactives show at the top dose activity change, negative = cytotoxicity, usual class: cytotoxic; 410,000 tested, 0.76% active; note: some results filed as inactive show a strong effect at the top dose
#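 HepG2 CAGA-GFP cells (1000/well, DMEM with 1% FBS) received compound, then TGF-beta at 500 pg/mL final, and were incubated 18 hours at 37 degrees C. Viability was read by CellTiter-Glo luminescence. Media-only wells were set as complete cell-killing and DMSO as no toxicity.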
# ATXN2 expr inh: Primary qHTS for Inhibitors of ATXN expression; HEK-293 ATXN2-luciferase reporter, luminescence, 24 h; Potency, µM (top dose mostly 57 µM), without a hit: at the top dose activity change, negative = inhibition, most hits filed as inhibitors; 360,000 tested, 0.72% active; AID 1745845, 2022; note: % is set by controls: 0 for no effect and ±100 for the full control effect; nearly all actives have a fitted effect of over 55% in size
#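 qHTS (up to 57 uM final) was run with 24 h compound exposure of reporter cells at 37 °C. Each well was multiplexed: SteadyGlo luminescence measured ATXN2-luciferase expression after a fluorogenic Gly-Phe-AFC viability readout (25 uM final).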
# TGFb inhibitor: qHTS for Inhibitors of TGF-b | HepG2 CAGA-GFP TGF-b/SMAD3 reporter, GFP fluorescence, 18 h; TGF-beta stimulated, 500 pg/mL final | Potency, µM (top dose mostly 46.1 µM), for the others: at the top dose activity, negative = inhibition, most hits filed as inhibitors | 410,000 tested, 1.2% active; note: % is set by controls: 0 for no effect and ±100 for the full control effect; nearly all actives have a fitted effect of over 65% in size
#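 Read-out: total well GFP (ex488/em500-530) summed from mean per-cell fluorescence. Cells: HEPG2 CAGA-GFP, 1% FBS DMEM, 18 h at 37 degrees C with 500 pg/mL final TGF-beta. Unstimulated wells served as the full-inhibition control; stimulated DMSO wells = 0%.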
# A549 viability: Nrf2 qHTS screen for inhibitors: counterscreen for cytotoxicity; A549 ARE-Fluc cells, CellTiter-Fluor viability, 18-24 h; Potency, µM (titrated, usually from 46 µM), without a hit: at the top dose activity change, negative = cytotoxicity, usual class: inhibitors; 390,000 tested, 0.16% active; AID 504648, 2011; note: % is set by controls: 0 for no effect and ±100 for the full control effect
#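 A549 ARE-Fluc cells in 5% FBS OPTI-MEM, 5000 cells/well, rested 2 h then exposed to compounds in concentration-response for 18-24 h at 37 °C. Viability by CellTiter-Fluor fluorescence (Ex 405/Em 525) after 30 min; luciferase luminescence (BugLite, 15 min, RT) read afterwards.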
# Nrf2 inh: Nrf2 qHTS screen for inhibitors. A549 ARE-Fluc reporter, luciferase luminescence, 18-24 h. Potency, µM (series often up to 46 µM), for the others: at the highest dose activity change, negative = inhibition, hits mostly inhibitors. 360,000 tested, 2.1% active. AID 504444, 2011; note: % is set by controls: 0 for no effect and ±100 for the full control effect; nearly all actives have a fitted effect of over 60% in size
#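 A549 ARE_Fluc cells, 5000/well, 5% FBS OPTI-MEM; compounds in dose-response, 18-24 h at 37 °C/5% CO2; CellTiter-Fluor viability read (Ex 405/Em 525), then BugLite luciferase luminescence = Nrf2 activity.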
# Nrf2 activator: qHTS of Nrf2 Activators; 410,000 tested, 0.31% active; AID 624171, 2012; AREc32 ARE-luciferase reporter (MCF7-derived line), luminescence, 24 h; Potency, µM (series often up to 46.1 µM), for inactives: at the top dose activation, actives largely listed as activators; note: % of control where 0% means no effect; nearly all actives have a fitted effect of over 65% in size
#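 Nrf2 activation is followed as ARE-luciferase induction in the AREc32 line after one day of compound treatment; luminescence is read with Steady-Glo.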
# Active calls of the source: *; i = inactive; ? = inconclusive; / = no result given; & = joins results of further samples; [ ] = dose if it differs, or a comment. Calls come from the whole dose curve; as a rule, active = well fitted curve in the direction sought with a large enough effect; inconclusive = small, poorly fitted or top-dose-only effect, or another doubt; inactive = no such curve, though single readings can be large; an effect the other way counts as inactive or inconclusive. Potency is the fitted concentration of half-maximal effect. The list is partial, so the mix of outcomes need not match the whole.
[1] Cc1cccc(NC(=O)C2CCN(c3ncnc4c3nc3n4CCCCC3)CC2)n1
[2] Fc1ccccc1-n1cc(-c2ccccc2)[nH]c1=S
[3] CC(C)Oc1ccc(CNC(=O)C2CCN(C(=O)N3CC(C)Oc4ccccc43)CC2)cc1 (configuration not stated)
[4] CCC(CC)C(=O)OCc1cc(=O)n2nc(C3CCCCC3)sc2n1
[5] CCN(CC)C(=O)C(C)N(C#N)c1nc(NC(C)C)nc(NC(C)C)n1 (configuration not stated)
[6] Oc1ccc(Cl)cc1C=NN1CCCCCC1
[7] CCOc1ccc(S(=O)(=O)NCc2ccc3c(c2)OCO3)cc1NC(C)=O
[8] Cc1ccc(S(=O)(=O)N2CCC(=O)N(CCOCc3cccc(F)c3)CC2)cc1
Screen / compound no.	1	2	3	4	5	6	7	8
ATXN viability	i	i	/	i	?	i	i	i
EPAC2 antagonist	-5%	-2%	/	/	-2%	-3%	0%	-13%
MCF10A rereplic	1%	0%	/	/	4%	10%	5%[9.22 µM]	-7%
HepG2 viability	2%	-20%	-23%	-22%	0%	-35%	-11%	-7%
ATXN2 expr inh	-12%	26%	/	14%	8%	48%[activator]	-1%	1%
TGFb inhibitor	-12%	3%	?	-14%	-20%	-1%	?	-19%
A549 viability	10%	1%	8%	16%	-10%	-6%	-5%	-3%
Nrf2 inh	-11%	24%	?	?	?	-9%	-23%	-10%
Nrf2 activator	0.3%	2.9%	2.4%	8.3%	0.6%	4.0%	-1.0%	0.5%

# Just HepG2 viability, for 2 of the compounds above:
No. | compound | HepG2 viability
5 | CCN(CC)C(=O)C(C)N(C#N)c1nc(NC(C)C)nc(NC(C)C)n1 (configuration not stated) | 0%
7 | CCOc1ccc(S(=O)(=O)NCc2ccc3c(c2)OCO3)cc1NC(C)=O | -11%

# Entries of single compounds, looked up by structure. Order of values: ATXN viability | EPAC2 antagonist | MCF10A rereplic | HepG2 viability | ATXN2 expr inh | TGFb inhibitor | A549 viability | Nrf2 inh | Nrf2 activator
# Listed for `Oc1ccc(Cl)cc1C=NN1CCCCCC1` = i | -3% | 10% | -35% | 48%[activator] | -1% | -6% | -9% | 4.0%
# Listed for `CCOc1ccc(S(=O)(=O)NCc2ccc3c(c2)OCO3)cc1NC(C)=O` = i | 0% | 5%[9.22 µM] | -11% | -1% | ? | -5% | -23% | -1.0%
# Listed for `Fc1ccccc1-n1cc(-c2ccccc2)[nH]c1=S` = i | -2% | 0% | -20% | 26% | 3% | 1% | 24% | 2.9%

# Carrying on:
[9] COc1cccc(CN(C(=O)c2ccco2)C(C(=O)NC2CCCC2)c2cccnc2)c1 (configuration not stated)
[10] COc1ccc(C(=O)NNC(=S)NC(=O)c2ccc(F)cc2)cc1Br
[11] NC(=O)C1CCN(C(=O)c2ccc3c(c2)S(=O)(=O)c2ccccc2C3=O)CC1
[12] Cc1nn(C(=O)c2ccco2)c(C)c1Br
[13] CCC[C@H]1COCCS(=O)(=O)N1Cc1ccccc1
[14] CCc1ccc(NC(=O)c2ccccc2SC)cc1
[15] CCCCN1C(=O)C(CC(=O)NCC2CCCCC2)CC(C(=O)N(C)C)=C1C (configuration not stated)
[16] CCn1nc(C(=O)Nc2ccc3c(c2)OCCO3)c2ccccc2c1=O
Screen / compound no.	9	10	11	12	13	14	15	16
ATXN viability	i	?	i	i	i	i	i	i
EPAC2 antagonist	-8%[57.1 µM]	-1%	-14%	12%[57.1 µM]	5%	-22%	-5%	6%
MCF10A rereplic	?	10%	-32%[inhibitor]	5%	-1%	-1%	/	/
HepG2 viability	3%	-19%	4%	7%	14%&21%	3%	-18%	-38%
ATXN2 expr inh	-8%	/	9%	-3%	7%	41%[activator]	2%	/
TGFb inhibitor	2%	-28%	2%	9%	8%&15%	0%	0%	-7%
A549 viability	-7%	-17%	1%	-2%	2%	1%	/	/
Nrf2 inh	2%	?	5%	24%	?	?	/	/
Nrf2 activator	2.0%	-0.9%	4.5%	-0.4%	0.0%	0.5%	-1.1%	6.6%

[17] O=c1c(N2CCOCC2)nsnc1N1CCOCC1
[18] CC(=O)NCCC(=O)N(C)CC1CCN(CCc2cccc(C(F)(F)F)c2)CC1
[19] O=C(NCc1ccco1)c1ccc(C(=O)NCc2ccco2)cc1
[20] Cc1ccc(C)c(NC(=O)CN(C)C(C)C(=O)N2CCCC2)c1 (configuration not stated)
[21] COC(=O)c1c(NC(=O)COC(=O)CNC(=O)c2ccco2)sc(C)c1C
[22] O=C(COC(=O)c1ccc[nH]c1=O)NCCC1=CCCCC1
[23] Cc1ccc2nc(-c3cccc(Cl)c3)c(Cc3ccccc3)n2c1
[24] N/C(=N\O)c1cn(Cc2ccccc2Cl)c2ccccc12
Screen / compound no.	17	18	19	20	21	22	23	24
ATXN viability	i	i	i	i	i	i	?	i
EPAC2 antagonist	6%	4%	1%	-4%	-4%	4%	-7%	1%
MCF10A rereplic	-4%	?	1%	-9%	-1%	-39%	/	27%
HepG2 viability	-7%	8%	-8%	-20%	-36%	27%	/	-3%
ATXN2 expr inh	-2%	-3%	-3%	3%	-11%	7%	?	-9%
TGFb inhibitor	-16%	12%	-18%	-1%	-2%	5%	/	17%
A549 viability	0%	1%	-5%	11%	-12%	-1%	/	-3%
Nrf2 inh	11%	-5%	1%	-5%	?	15%	/	?
Nrf2 activator	4.0%	2.3%	5.6%	2.0%	-0.1%	0.6%	8.4%	0.2%

[25] COc1ccc(C(=O)Oc2c(Sc3ccc(C)cc3)c(C)nn2C(C)(C)C)cc1OC
[26] Cc1ccc(NS(=O)(=O)c2c(C)[nH]c(C)c2C(=O)N2CCCCC2)c(Cl)c1
[27] CCCCNc1nnc(SCC(=O)c2c(N)n(C3CC3)c(=O)[nH]c2=O)s1
[28] CCOC(=O)C1=C(COC(=O)C2CC(=O)N(c3ccc(C)cc3)C2)NC(=O)NC1C (configuration not stated)
[29] CC(=O)N1CCN(S(=O)(=O)c2cccc(C(=O)OCc3ccc(F)cc3)c2)CC1
[30] CCC(c1nnnn1-c1c(C)cccc1C)N1CCN(c2ccccn2)CC1 (configuration not stated)
[31] Cc1ccc(S(=O)(=O)NC2=NCN(CCN3CCOCC3)CN2)cc1
[32] C=CCc1cc(C)ccc1OCCCC(C(=O)OCC)C(=O)OCC
Screen / compound no.	25	26	27	28	29	30	31	32
ATXN viability	i	i	i	i	i	i	i	i
EPAC2 antagonist	/	-2%	15%	9%	-4%	-17%	10%	-18%
MCF10A rereplic	/	8%	1%	-11%	/	/	7%	2%
HepG2 viability	-17%	-7%	2%	4%	-20%	/	-1%	-15%
ATXN2 expr inh	-17%	9%	8%	8%	/	-9%	10%	-16%
TGFb inhibitor	?	-5%	11%	3%	-22%	/	23%	-12%
A549 viability	7%	-5%	-3%	1%	/	/	-9%	4%
Nrf2 inh	?	0%	1%	1%	/	/	8%	-7%
Nrf2 activator	-0.1%	-0.7%	-0.3%	0.2%	0.0%	0.8%	-0.6%	-0.7%

[33] CCn1c(-c2cc(OC)c(OC)c(OC)c2)n[nH]c1=S
[34] O=C(O)CSc1nnc(COc2cccc3cccnc23)n1-c1cccc(C(F)(F)F)c1
[35] CCCC1C2CN(C(C)C)CC=C2C(C#N)=C(N)C1(C#N)C#N (configuration not stated)
[36] CC1S/C(=N/N=C/c2ccco2)NC1=O (configuration not stated)
[37] CCOc1cccc(/C=N/NC(=O)c2cc(C3CC3)[nH]n2)c1O
[38] O=S(=O)(NC1=NCCCCC1)c1ccc2ccccc2c1
[39] COc1ccc(CNC(=O)CN(C(=O)CCC(=O)Nc2ccccn2)c2cccc(C)c2)cc1
[40] Cc1nc2ccc(NC(=O)N(C)c3ccccc3)cc2s1
Screen / compound no.	33	34	35	36	37	38	39	40
ATXN viability	i	i	i	i	i	i	i	i
EPAC2 antagonist	13%	5%	35µM*	-25%	-7%	2%	-10%	20%
MCF10A rereplic	-7%	-2%	18%	7%	2%	2%	0%	0%
HepG2 viability	5%	3%	-10%	-4%	-23%	1%	-18%	-1%
ATXN2 expr inh	3%	-5%	-1%	6%	/	25%	-22%	2%
TGFb inhibitor	15%	0%	1%	?	-2%	4%	-15%	2%
A549 viability	-7%	-8%	?	6%	-3%	1%	0%	1%
Nrf2 inh	-6%	-11%	6.5µM*	/	-1%	2%	-11%	26%
Nrf2 activator	0.1%	-0.2%	0.8%	?	-1.9%	0.2%	-2.0%	-0.1%

[41] COc1ccc(/C=N/NC(=O)c2ccn[nH]2)cc1COc1ccc(F)cc1
[42] COc1ccc(F)cc1COc1nc(C)nc2ccccc12
[43] CCc1nc2ccc(C(=O)NCc3ccc4c(c3)OCO4)cn2c1N(C)C(=O)Cc1ccccc1
[44] CCn1c(CNc2nc(-c3ccccc3)cs2)nnc1SCC(=O)NCc1ccccc1
[45] CN(C)S(=O)(=O)N1CCN(c2ccc([N+](=O)[O-])c(NC3CC3)c2)CC1
[46] CC1=C(C(=O)OCc2ccccc2)C(c2ccc(Cl)cc2)NC(=O)N1CCCC(=O)O (configuration not stated)
Screen / compound no.	41	42	43	44	45	46
ATXN viability	i	i	i	i	i	i
EPAC2 antagonist	-22%	3%	-3%	-2%	-4%	-22%
MCF10A rereplic	112%	4%	/	1%	0%	16%
HepG2 viability	-19%	-11%	7%	-43%	-35%	7%
ATXN2 expr inh	14%	-22%	4%	-26%	0%	1%
TGFb inhibitor	-25%	-13%	10%	0%	-23%	-15%
A549 viability	-2%	3%	/	10%	?	0%
Nrf2 inh	?	-5%	/	3%	-14%	2%
Nrf2 activator	3.0%	0.5%	-1.3%	2.1%	3.6%	-0.2%

# Screens deposited in PubChem BioAssay by National Center for Advancing Translational Sciences (NCATS).
